Source: PubChem BioAssay (NCI)
NCI-60 one-dose screen, 48 h, at 10 µM unless noted. Numbers give growth in % (100 = growth as untreated, 0 = no growth, -100 = all killed).
MDA-MB-435: MDA-MB-435 melanoma | 7.8% of 82,000 active
HOP-92: HOP-92 NSCLC cells. 6.3% of 71,000 active. AID 1794738
EKVX: EKVX NSCLC. 3% of 71,000 active
A549/ATCC: A549/ATCC NSCLC | 3.7% of 81,000 active | AID 1794740
CCRF-CEM: CCRF-CEM leukemia. 7% of 77,000 active
M14: M14 melanoma | 6.2% of 80,000 active
RPMI-8226: RPMI-8226 leukemia cells. 7.5% of 77,000 active
HOP-62: HOP-62 NSCLC; 3.9% of 80,000 active; AID 1794735
The depositor's hits bear a star; . = not tested or not shown; & = joins results of further samples. The calls were made as follows: active = growth percent below 10; inactive = the rest.

SMILES	MDA-MB-435	HOP-92	EKVX	A549/ATCC	CCRF-CEM	M14	RPMI-8226	HOP-62
COC(=O)c1ccc2[nH]c(O)c(C(=Nc3ccc(N(C)C(=O)CN4CCN(C)CC4)cc3)c3cccc(OC)c3)c2c1	32	48	39	9.9*	7.2*	8.9*	4.7*	.
COc1ccc(/C(C)=C(\c2ccc(Cl)cc2)c2ccc(OCCN3CCOCC3)cc2)cc1	94	91	99	96	82	95	82	103
COc1cc(OC)c(C(=O)CCCN2CCCC2)c(OC)c1	99	130	105	101	69	99	90	94
OC1CCCC(O)C1 (stereo not drawn)	106	95	102	66	78	98	99	81
NNC(=O)/C=C(/CC(=O)NN)C(=O)NN	105	92	.	103	.	112	101	116
O=C(CN1CCN(c2cc(=O)[nH]c3ccc(F)cc23)CC1)Nc1ccc(Cl)cc1	96	.	70	72	98	85	104	44
COc1cc(NC(N)=NCCC(C)(C)Oc2ccc(C(F)(F)F)cc2)ncc1C#N	-91*	-11*	27	-43*	-14*	-68*	-50*	31
Cc1[nH]c(-c2nc3ccccc3[nH]2)c(C)c1C(=O)NC1CCCCC1	97	80	100	107	106	99	.	104
O=S(=O)(O)c1ccc(N=Nc2ccc(N=Nc3c(O)c(S(=O)(=O)O)cc4cc(S(=O)(=O)O)ccc34)c(S(=O)(=O)O)c2)cc1	108	112	105	97	98	103	100	99
NC(=S)N/N=C/c1ccc(Cl)s1	104	97	77	106	95	105	100	109
Cc1cc(C)c2cc(C(=O)N3CCSCC3)[nH]c2c1	96	108	81	88	108	95	.	91
CCCCCCCCN(CCCCCCCC)CC(O)c1cc(C)c2ccc3cc(C(C)C)ccc3c2c1 (stereo not drawn)	106	92	102	99	115	101	112	.
C/C(=C(/c1ccc(Cl)cc1)c1ccc(OCCN2CCCCC2)cc1)c1ccccc1	91	84	71	57	61	67	70	69
OCn1c2ccccc2c2ccccc21	109	91	98	94	120	109	104	94
COc1ccc(/C=N/NC(=O)C(=O)N/N=C/c2ccc(OC)c(S(=O)(=O)O)c2)cc1S(=O)(=O)O	114	82	111	110	86	103	96	106
CC12CCC3C4(C)COC(c5cccc(F)c5)OC4CCC3(C)C1CC(C1=CCOC1=O)O2 (stereo not drawn)	89	92	76	93	87	.	68	99
COC(=O)c1ccccc1C	105	107	96	103	106	103	116	101
COc1cc2cc(Oc3ccc(NC(=O)c4ccc(Cl)c(Cl)c4)cc3)c(C)nc2cc1OC	66	65	40	30	46	65	29	85
O=C1c2nsnc2C(=O)c2c(F)c(F)c(F)c(F)c21	-68*	.	-14*	-28*	6.4*	-91*	-1.7*	-86*
CN1C(=O)N(C)C2Nn3c(s/c(=C\c4ccc(Cl)cc4Cl)c3=O)=NC21 (stereo not drawn)	8.7*	89	65	51	49	21	80	73
COc1ccc(C2NC(=O)C(C#N)c3c2sc2c(F)cccc32)cc1 (stereo not drawn)	-9.1*	54	63	43	44	33	63	46
CCOC(=O)[C@@H]1[C@H](c2ccccc2)[C@H]([N+](=O)[O-])[C@H](c2cn(-c3ccccc3)nc2C)N1Cc1ccccc1	92	70	.	66	60	76	50	64
NC(=O)C(=O)Nc1cccc(-c2ccc(S(=O)(=O)Nc3ccc4c(c3)N(C(=O)C3CC3)CCC4)cc2)c1	21	60	80	52	76	89	67	68
CSc1nc2ccccc2c(=O)n1CCc1ccccn1	89	78	.	99	95	90	82	88
Cc1c(C(=O)NC(Cc2ccccc2)C(O)C(=O)NCc2ccccn2)[nH]c2ccccc2c1=O (stereo not drawn)	101	110	96	100	114	102	113	104
CCCCOC(=O)C(=O)/C(=C\n1c(=S)[nH]c2cc(C)ccc21)C(=O)C=C(C)C	105	96	88	97	97	102	92	85
Fc1ccc(N2CCN(c3ncnc4[nH]ccc34)CC2)cc1	90	18	73	77	78	87	59	94
O=C(/C=C/c1cn(Cc2ccc(Cl)cc2)c2ccccc12)c1ccccc1	84	86	93	71	79	82	74	80
CCOC(=O)c1nn(-c2ccccc2)c(=O)c2c(N)c(C#N)c(-c3cccs3)cc12	90	61	84	87	100	94	74	80
C=CCSc1nc(N)nc2nc[nH]c12	119	89	109	100	109	101	104	94
Cc1nn(-c2ccc(Cl)cc2)c(=O)n1CCn1cnc2ccccc21	100	101	102	106	106	97	104	101
Cc1cccc(NCc2cn(-c3ccc(C(=O)O)cc3)nc2-c2ccc(C(=O)O)cc2)n1	101	105	102	104	104	110	.	104
CCN(CC)CCCC#CCN1CCCC1	97	.	89	100	.	74	.	90
CC(O)(CO)c1ccccc1 (stereo not drawn)	99	94	96	99	113	95	113	97
Clc1ccc(-c2n[nH]c(Cn3nnnc3-c3ccccc3)n2)cc1	97	96	96	104	100	99	.	104
O=C(O)c1ccccc1S(=O)(=O)O	113	92	114	111	94	106	90	103
Clc1ccc(SCN2CCCCC2)cc1	112	145	106	96	52	102	119	108
O=C1CCC23N=CC(c4ccc(Cl)cc4)(O2)C(=O)c2ccccc2N13 (stereo not drawn)	104	91	94	107	103	96	108	105
C/C(=N\NC(=S)N1CCCC1)c1ccccn1	19	49	.	0.9*	0.1*	6.2*	13	10.0*
COC(=O)[C@H](Cc1ccc(O)cc1)n1cc(COC(=O)c2cccc3c(=O)c4ccccc4[nH]c23)nn1	93	73	94	75	73	104	97	95
Cc1cccc(N2CCN(C(=S)Cc3ccccc3)CC2)c1	109	.	96	97	91	99	83	112
CC1=C(C)C(=O)C(Nc2ccccc2)=C(Br)C1=O	.	88	99	100	97	105	.	99
COc1cc(-c2nc(-c3ccccc3)[nH]c2-c2ccnc(NCCCNS(=O)(=O)c3ccc(Br)cc3)n2)ccc1Cl	59	98	55	61	40	55	47	113
O=c1[nH]nc(-c2cc(-c3ccccc3)nc3ccccc23)o1	88	81	94	88	90	97	88	94
N#CC(c1ccccc1)N(CCc1ccccc1)C(=O)Oc1ccccc1 (stereo not drawn)	103	88	97	100	106	95	99	97
Clc1cc(Cl)cc(-c2ccc(-c3ccc(/C=N/NC4=NCCN4)cc3)s2)c1	26	39	93	-22*	.	94	9.9*	71
COc1ccc(-c2nn(-c3ccccc3)cc2/C=C2\SC(=S)N(C3CCCCC3)C2=O)cc1	96	19	93	97	107	99	100	96
CNC(=O)C(c1ccc(Cl)cc1)c1ccc(Cl)cc1	109	82	96	76	116	100	96	89
NS(=O)(=O)c1ccc(Nc2nc(Nc3ccccc3)nc(-n3nc(-c4ccc(Cl)cc4)cc3-c3ccccn3)n2)cc1	86	110	85	83	91	75	107	116
CC(C)(C)OC(=O)n1cc(-c2nc(-c3c[nH]c4c(Cl)nccc34)cs2)c2cc(Br)ccc21	80	100	80	73	72	80	76	96
CC(=O)NO	97	96	105	91	85	103	.	105
C#CCCC(=O)NCCN1CCOCC1	101	116	94	98	107	88	104	105
O=C(CSc1nnc(-c2ccc(Cl)cc2)n1-c1ccccc1)Nc1ccc(C(=O)O)cc1	104	102	100	101	99	.	112	120
CCN(CC)C(=NC(C)(C)C)c1ccccc1	107	.	.	101	112	102	120	101
COc1ccc(-c2nnc3c(/C=C/c4ccc(F)cc4)nc4ccccc4n23)cc1	78	85	65	79	78	86	42	99
O=S(=O)(Nc1cccnc1)c1ccccc1	105	.	.	97	100	106	100	98
Cc1[nH][nH]c2nc3nc(=S)sc3c(-c3ccc(F)cc3)c12	95	72	94	100	91	93	90	88
CCc1nc2c(=O)[nH]cnc2o1	110	72	104	100	108	103	109	100
COc1cccc(C2=NN3C(C2)c2ccccc2OC3c2ccc(/C=C3\SC(=S)N(C)C3=O)cc2)c1 (stereo not drawn)	101	99	99	101	98	104	95	100
Cc1c(Cl)cccc1Nc1ccccc1C(=O)O	96	86	92	95	105	107	103	98

By substructure: the compounds so far with a COOH group.
SMILES	MDA-MB-435	HOP-92	EKVX	A549/ATCC	CCRF-CEM	M14	RPMI-8226	HOP-62
Cc1cccc(NCc2cn(-c3ccc(C(=O)O)cc3)nc2-c2ccc(C(=O)O)cc2)n1	101	105	102	104	104	110	.	104
O=C(O)c1ccccc1S(=O)(=O)O	113	92	114	111	94	106	90	103
O=C(CSc1nnc(-c2ccc(Cl)cc2)n1-c1ccccc1)Nc1ccc(C(=O)O)cc1	104	102	100	101	99	.	112	120
Cc1c(Cl)cccc1Nc1ccccc1C(=O)O	96	86	92	95	105	107	103	98

(listing goes on)
SMILES	MDA-MB-435	HOP-92	EKVX	A549/ATCC	CCRF-CEM	M14	RPMI-8226	HOP-62
O=C(NCCc1ccccc1O)c1cc2c(cc1[N+](=O)[O-])OCO2	108	92	108	100	95	113	103	97
N#Cc1c(-c2ccccc2F)cc(-c2ccncc2)[nH]c1=O	101	113	103	104	106	108	103	106
COc1ccc(-c2cc(-c3cc(OC)c(OC)c(OC)c3)c(C#N)c(=O)n2CCCCCC(=O)Nc2ccccc2N)cc1	97	83	87	84	80	90	70	88
C#CC[C@@H]1C[C@]2(C)[C@H]3CC=C4[C@H]5[C@@H](C)[C@H](C)CC[C@]5(C(=O)NCCCCN)CC[C@@]4(C)[C@]3(C)CC[C@H]2C(C)(C)[C@H]1OC(C)=O	40	44	96	73	30	67	5.8*	89
CNCCNc1nc2ccccc2c2c(=O)c3cccc(OC)c3sc12	-73*	5.2*	23	18	12	-71*	-31*	34
CSc1ccc(NCc2cn(-c3ccc(C(=O)O)cc3)nc2-c2ccc(C(=O)O)cc2)cc1	108	113	97	105	110	104	111	102
CCN(/C=c1\sc2ncnn2c1=O)CC	101	107	100	105	104	111	105	100
O=C(Nc1ccccc1)c1cc2ccccc2s1	109	.	85	69	44	75	.	95
CCn1c2ccccc2c2ccc(C(C)=O)cc21	104	.	99	103	.	105	.	103
O=C(c1ccncc1)N1N=C(c2ccccc2)C[C@H]1c1cn(-c2ccccc2)nc1-c1ccccc1	90	79	79	80	100	104	97	72
CC(=O)OCC1OC(COC(C)=O)(c2ccc(C)cc2)C(OC(C)=O)C1OC(C)=O (stereo not drawn)	103	80	116	104	99	109	104	106
C=CCNc1ncnc2sc(SC)nc12	113	110	100	94	.	99	.	101
COc1cc(C(=O)OC(=O)c2ccc(OCc3ccccc3)c(OC)c2)ccc1OCc1ccccc1	110	82	107	86	92	106	95	98
O=Cc1cccc(OC(=O)Nc2ccccc2)c1	103	112	102	107	107	102	106	106
N=C(N)Sc1cc(Br)c[n+]([O-])c1	109	89	107	81	86	107	94	98
COc1ccc2cc(-c3nc4ccccc4s3)c(Cl)nc2c1OC	110	85	100	110	104	102	101	91
COc1ccc(NC(=O)C2CCC(=O)N2)cc1OC (stereo not drawn)	100	88	110	106	108	98	104	111
CCC(CC)C(=O)OC(C)COc1ccc(C(C)(C)C)cc1 (stereo not drawn)	105	93	105	69	93	96	.	103
O=C(NCc1ccccc1)C1CSC2c3ccccc3C(=O)N12 (stereo not drawn)	107	88	105	98	97	94	105	97
O=C1N(C2CCCCC2)C(=O)N1C1CCCCC1	57	.	51	34	4.7*	30	-17*	57
O=C(O)CCc1nc2c(=O)[nH]c(SCC(=O)O)nc2[nH]c1=O	102	95	99	107	97	98	108	99
CCC1(CC)COC(c2ccc(Cl)cc2)OC1	106	90	103	81	86	100	97	90
Cc1ccc(-c2nc3sc(C)nn3c2-c2nc3cc(Cl)c(F)cc3[nH]2)cc1	85	65	.	84	78	96	65	120
COc1ccc(C2CC(=O)Nc3[nH]ncc32)cc1 (stereo not drawn)	97	83	96	98	102	95	114	89
C/C=C(\C)C(=O)O[C@@H]1C2CC3=C4CC(=O)O[C@@H](c5ccoc5)[C@]4(C)CC[C@@H]3[C@@](C)(C2=O)[C@@H](CC(=O)OC)C1(C)C	106	76	84	80	89	101	91	93
CC1(C)Cc2cc(O)ccc2O1	111	86	112	108	92	107	98	114
Cc1ccc(S(=O)(=O)c2ccsc2NC(=O)c2ccccc2)cc1	16	67	87	108	91	.	84	41
COc1ccc(C2[C@@H](c3ccccc3)C(=O)N2c2cc(OC)c(OC)c(OC)c2)cc1F (stereo partly drawn)	-23*	28	35	8.9*	6.8*	4.6*	6.6*	19
COc1cc2c(c(OC)c1OC)C(=O)N[C@@H]1[C@@H](O)[C@@H](O)[C@H](O)C[C@@H]21	110	91	103	98	104	99	102	102
CN(C)Cc1c(-c2ccccc2)[nH]c2ccccc12	105	96	92	80	86	83	86	80
CC1CC(C)(C)NC(=S)O1 (stereo not drawn)	104&117	.	108&105	103&104	87&97	105&109	88&97	111&109
c1ccc2c(c1)CCC2c1cc2ccccc2o1 (stereo not drawn)	102	86	95	98	110	96	103	94
Cc1nc2sccn2c1CO	106	65	97	91	66	108	97	105

Record cards (already shown). Values in the order: MDA-MB-435	HOP-92	EKVX	A549/ATCC	CCRF-CEM	M14	RPMI-8226	HOP-62
Entry for O=C(O)CCc1nc2c(=O)[nH]c(SCC(=O)O)nc2[nH]c1=O → 102	95	99	107	97	98	108	99
Entry for CCn1c2ccccc2c2ccc(C(C)=O)cc21 → 104	.	99	103	.	105	.	103
Entry for CSc1ccc(NCc2cn(-c3ccc(C(=O)O)cc3)nc2-c2ccc(C(=O)O)cc2)cc1 → 108	113	97	105	110	104	111	102
Entry for COc1ccc(-c2cc(-c3cc(OC)c(OC)c(OC)c3)c(C#N)c(=O)n2CCCCCC(=O)Nc2ccccc2N)cc1 → 97	83	87	84	80	90	70	88
Entry for C/C(=C(/c1ccc(Cl)cc1)c1ccc(OCCN2CCCCC2)cc1)c1ccccc1 → 91	84	71	57	61	67	70	69

Pulled by structure from above (five):
SMILES	MDA-MB-435	HOP-92	EKVX	A549/ATCC	CCRF-CEM	M14	RPMI-8226	HOP-62
c1ccc2c(c1)CCC2c1cc2ccccc2o1 (stereo not drawn)	102	86	95	98	110	96	103	94
CC1(C)Cc2cc(O)ccc2O1	111	86	112	108	92	107	98	114
Cc1nc2sccn2c1CO	106	65	97	91	66	108	97	105
Cc1ccc(S(=O)(=O)c2ccsc2NC(=O)c2ccccc2)cc1	16	67	87	108	91	.	84	41
CC1CC(C)(C)NC(=S)O1 (stereo not drawn)	104&117	.	108&105	103&104	87&97	105&109	88&97	111&109
